# D1 PAM – human D1 dopamine receptor positive modulation; HEK293 TREx D1 cells, calcium flux, dopamine EC20 potentiation; P21728; potentiation, % at 10 µM; 360,000 compounds, 0.036% hits; in the data active means potentiation above about 30%; further: 0% is about no effect
# D2 ag – D2 dopamine receptor (human) agonism | 340,000 compounds, 0.53% hits | AID 485358 | P14416 | HEK293 T-REx D2 cells, calcium flux agonist mode | activation, % at 2 µM;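 active means activation over 3 SD above normal in the single-dose calcium agonist read, cut at about 30% in these data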; further: 0% is about no effect
# Target sequence (P14416 whole entry, looked up): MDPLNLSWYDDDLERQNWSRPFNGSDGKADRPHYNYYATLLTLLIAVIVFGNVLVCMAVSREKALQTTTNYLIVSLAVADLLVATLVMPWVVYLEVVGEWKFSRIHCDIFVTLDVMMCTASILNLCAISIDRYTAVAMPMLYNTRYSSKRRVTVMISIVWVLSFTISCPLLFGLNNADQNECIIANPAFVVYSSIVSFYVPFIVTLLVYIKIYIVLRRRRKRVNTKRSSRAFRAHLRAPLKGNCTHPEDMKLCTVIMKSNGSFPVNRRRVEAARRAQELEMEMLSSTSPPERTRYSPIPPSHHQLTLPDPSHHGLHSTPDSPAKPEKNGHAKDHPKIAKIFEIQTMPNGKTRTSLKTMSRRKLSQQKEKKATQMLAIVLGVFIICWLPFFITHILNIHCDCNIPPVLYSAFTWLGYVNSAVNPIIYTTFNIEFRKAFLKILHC
#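 Agonism is scored from calcium flux in a force-coupled, inducible HEK293 cell line expressing D2, read kinetically for 180 s after compound addition against dopamine controls.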
# D2 potentiator – positively modulates the human D2 dopamine receptor allosterically | P14416 | HEK293 T-REx D2, calcium flux, EC20 dopamine potentiation | potentiation, % at 10 µM | 340,000 compounds, 0.34% hits | AID 485347;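 active means potentiation over 3 SD above the plate norm, cut at about 30% in these data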; further: 0% is about no effect
#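 Using a no-wash calcium dye in inducible, force-coupled HEK293 Trex cells expressing D2, we tracked fluorescence each second for 180 s after compound, then for 180 s after EC20 dopamine to detect augmented signalling.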
# D1 agonist – human D1 receptor agonism; P21728; HEK293 T-REx D1 cells, calcium flux, agonist mode; activation, % at 2 µM; 360,000 compounds, 1% hits; AID 504660; further: 0% is about no effect
#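 Tetracycline-induced HEK293 TREx D1 cells, force-coupled to calcium signalling, were dye-loaded with a no-wash calcium kit. Compound was pin-added after a 10 s baseline. Fluorescence was read kinetically at 1 cycle/s for 180 s, with calcium rises flagged as agonism.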
# TRHR agonist – activates the human TRH receptor; P34981; TRHR cells, calcium flux fluo-8, FDSS agonist mode; activation, % at 2 µM; 360,000 compounds, 0.18% hits; further: 0% is about no effect
# Target sequence (P34981 whole entry, looked up): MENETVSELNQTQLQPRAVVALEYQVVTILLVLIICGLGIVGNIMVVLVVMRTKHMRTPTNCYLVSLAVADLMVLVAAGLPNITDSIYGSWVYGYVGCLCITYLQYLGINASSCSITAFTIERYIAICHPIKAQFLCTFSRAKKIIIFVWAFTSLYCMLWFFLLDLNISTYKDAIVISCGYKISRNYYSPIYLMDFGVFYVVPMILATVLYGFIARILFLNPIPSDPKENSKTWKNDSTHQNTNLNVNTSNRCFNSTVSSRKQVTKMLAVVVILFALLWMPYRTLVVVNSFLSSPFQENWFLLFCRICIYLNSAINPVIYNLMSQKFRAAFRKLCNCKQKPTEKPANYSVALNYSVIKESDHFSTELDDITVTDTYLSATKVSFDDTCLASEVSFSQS
#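 Read-out: compound-evoked intracellular calcium rise in TRHR cells, fluo-8 dye, kinetic FDSS fluorescence at 1 s/cycle following a 10-cycle baseline. Cells cultured overnight before dye loading (30 min–1.5 h, RT).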
# D2 antagonist – antagonizes the human D2 dopamine receptor; P14416; HEK293 TREx D2 cells, calcium flux, dopamine EC80; inhibition, % at 10 µM; 340,000 compounds, 2% hits; in the data active means inhibition above about 30%; further: 0% is about no effect
#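 Tetracycline-induced HEK293 T-REx cells expressing D2 force-coupled to calcium signalling were dye-loaded, exposed to compound for 180 s, then challenged with an EC80 of dopamine; calcium flux was followed kinetically for a further 180 s.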
# RXFP1 antag – blocks the human relaxin receptor RXFP1; activity change, negative = inhibition, % at 57.5 µM; AID 1259400; 350,000 compounds, 0.59% hits; Q9HBX9; HEK293-RXFP1, relaxin-stimulated cAMP HTRF, 30 min; hits give low values;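 active means activity change of -60% or lower, but not beyond a set lower limit; inconclusive means change between -60% and -40%, or beyond the set limit; inactive means change above -40%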; further: on the % scale 0 is the no-effect control and ±100 the full control effect
# TRHR PAM – allosteric enhancers of human TRH receptor; enhancement, % at 2 µM; 360,000 compounds, 0.66% hits; TRHR cells, fluo-8 calcium fluorescence, EC20 TRH enhancement; in the data active means enhancement above about 30%; further: 0% is about no effect
#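 TRHR-expressing cells loaded with fluo-8 calcium dye were read kinetically (ex 480/em 530) during compound addition, then stimulated with an EC20 of TRH (10 nM final). Enhancement of the Gq-mediated intracellular calcium response was scored.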
# D1 antagonist – human D1 dopamine receptor antagonism | HEK293 TREx D1 cells, calcium flux, dopamine EC80; hits give low values | 360,000 compounds, 3.2% hits | AID 504652 | activity change, negative = inhibition, % at 10 µM | P21728; in the data active means activity change below about -30%; further: on the % scale 0 is the no-effect control and ±100 the full control effect
#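 Compound effects on dopamine-evoked calcium signalling were measured in tetracycline-induced HEK293 Trex D1 cells. Dopamine at EC80 followed a 180 s compound pre-read, and fluorescence was tracked kinetically for 180 s more.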
# * marks the source's active call; other numbers are inactive results; ? = inconclusive; . = not tested or not shown; & = joins results of further samples. Unless noted, no stated cut-off is given here; in the data, active means activation above about 30%; inactive means the rest.
# Sequence of screens – D1 PAM	D2 ag	D2 potentiator	D1 agonist	TRHR agonist	D2 antagonist	RXFP1 antag	TRHR PAM	D1 antagonist
1. Cc1ccc(N2CCN(CC(O)COc3ccc([N+](=O)[O-])cc3)CC2)cc1 (stereo not drawn)
 : -4	0.0	-14	6	-0.1	10	1	1	-28
2. COC(=O)c1sccc1-n1cccc1C(=O)C(=O)N1CCOCC1
 : -4	-0.7	-3	6	-2.1	-4	-3	-6	0
3. O=C(NC1=NCCS1)C1CCN(S(=O)(=O)c2ccc(Cl)cc2)CC1
 : -4	-0.4	12	2	-0.1	-9	-7	-1	1
4. COc1cc(C(=O)Nc2nnc(S(=O)(=O)N(C)c3ccccc3)s2)cc(OC)c1OC
 : -1	-0.3	3	2	0.1	.	-64*	9	-1
5. CCOC(=O)C1CCN(S(=O)(=O)c2cc(F)ccc2OC)CC1
 : -11	1.0	-4	0	0.3	-6	30	-1	.
6. CCOc1ccc(N2CC(C(=O)N/N=C/c3sccc3C)CC2=O)cc1 (stereo not drawn)
 : -4	-0.5	6	2	-0.8	1	4	14	20
7. COC(=O)CSc1nc(N)nc(C)c1Br
 : -7	0.0	-8	0	0.2	-4	-6	-1	-13
8. CC(C)C(=O)Nc1ccc(NC(=S)NC(=O)c2ccccc2F)cc1
 : -1	1.2	-3	12	1.0	-6	-16	1	-16
9. CC1CCN(CCc2nc3cc(NC(=O)Nc4ccccc4)ccc3n2C)CC1
 : -3	1.3	-14	4	1.7	-38	-2	-1	7
10. Cc1ccc(-c2ccc(CO)o2)cc1N
 : -2	-0.1	.	2	-0.1	-2	-19	-3	-7
11. Cc1ccc(S(=O)(=O)CCC(=O)N2CCN(c3nc4c(C)c(Cl)ccc4s3)CC2)cc1
 : 0	.	1	9	0.0	.	.	10	.
12. CCn1cc(Br)c(C(=O)NC(C)c2ccccc2)n1 (stereo not drawn)
 : -1	0.8	11	1	-0.2	-6	-10	2	-9
13. O=C(CSc1nnc(CNC(=O)c2cccs2)o1)c1ccc(Cl)cc1
 : -8	0.9	13	5	-0.1	-18	-13	-7	-22
14. Cc1nnc(SCC(=O)c2ccc(Cl)cc2)n(N)c1=O
 : 0	2.6	2	0	0.7	14	-24	-1	-16
15. O=C(Nc1ccccn1)C1CCCN(c2ncnc3c2nc2n3CCCCC2)C1 (stereo not drawn)
 : 0	.	.	0	-0.6	.	-1	5	20

# Full records, looked up by structure:
# Results for CCOc1ccc(N2CC(C(=O)N/N=C/c3sccc3C)CC2=O)cc1 (stereo not drawn) → D1 PAM = -4; D2 ag = -0.5; D2 potentiator = 6; D1 agonist = 2; TRHR agonist = -0.8; D2 antagonist = 1; RXFP1 antag = 4; TRHR PAM = 14; D1 antagonist = 20
# Results for COC(=O)c1sccc1-n1cccc1C(=O)C(=O)N1CCOCC1 → D1 PAM = -4; D2 ag = -0.7; D2 potentiator = -3; D1 agonist = 6; TRHR agonist = -2.1; D2 antagonist = -4; RXFP1 antag = -3; TRHR PAM = -6; D1 antagonist = 0

# Continuation.
# Sequence of screens – D1 PAM	D2 ag	D2 potentiator	D1 agonist	TRHR agonist	D2 antagonist	RXFP1 antag	TRHR PAM	D1 antagonist
16. CCOC(=O)CSc1nnc(NC(=O)C2CC(=O)N(c3ccc(F)cc3)C2)s1 (stereo not drawn)
 : -5	0.3	2	2	1.0	-1	-20	4	-3
17. COc1cc(/C=C2\COC/C(=C\c3cc(OC)c(OC)c(OC)c3)C2=O)cc(OC)c1OC
 : 3	-0.2	17	1	-2.1	-2	-63*	2	7
18. Cc1ccc(CN2CCCC(CO)(Cc3ccccc3C)C2)s1 (stereo not drawn)
 : -4	0.8	-19	4	0.7	26	-10	-4	-23
19. O=C(OCC(=O)N1CCc2ccccc21)c1cc(S(=O)(=O)N2CCOCC2)ccc1F
 : -3	-0.4	4	1	1.2	-7	-20	-1	-20
20. COc1ccc(C)cc1NC(=O)N1CCCc2ccccc21
 : 0	2.0	2	3	-1.2	10	0	-5	-28
21. Cc1cc(N2CC34C=CC(O3)C(C(=O)O)C4C2=O)no1 (stereo not drawn)
 : -2	-0.7	0	1	0.6	-6	-5	-3	17
22. CCOc1ccccc1NC(=O)C(c1ccccc1)N1CCN(CC(=O)N2CCOCC2)CC1 (stereo not drawn)
 : .	0.3	-5	-1	-0.4	22	-2	-3	3
23. COc1ccccc1/C=N/NC(=O)c1ccc(Br)cc1
 : -8	-0.9	-13	6	-4.5	72*	-5	-5	11
24. CC1CCc2c(C(=O)NCCCN3CCOCC3)csc2C1 (stereo not drawn)
 : 3	-1.9	5	0	0.0	-1	-10	19	5
25. Cn1cnc(S(=O)(=O)N2CCCC(C(=O)NCc3ccc(F)cc3)C2)c1 (stereo not drawn)
 : 0	-2.1	4	0	0.4	.	1	-10	5
26. O=C(/C=C/c1cccs1)N1CCN(c2ccc(F)cc2)CC1
 : -9	0.0	-6	0	0.1	-2	-18	-1	-9
27. COc1ccccc1CN1CCC(CNC(=O)c2cnn(-c3ccc(C)c(C)c3)c2C2CCN(C(=O)OC(C)(C)C)CC2)CC1
 : 2	.	4	9	0.7	.	?	-7	27
28. CN(C)C(=O)C12CCC(C)(C(=O)C1Br)C2(C)C (stereo not drawn)
 : 2	1.2	-4	0	0.1	-4	.	-3	-1
29. O=C(COC(=O)c1cc[n+]([O-])cc1)Nc1c(Cl)cccc1C(F)(F)F
 : -1	0.2	-6	2	-0.2	0	-1	4	-13
30. O=[N+]([O-])c1ccc(NCc2ccccc2N2CCC(CO)CC2)nc1
 : 2	0.2	-4	1	-0.9	12	9	-8	-17
31. O=C(CSc1nc2c(oc3ccccc32)c(=O)n1CC1CCCO1)NCc1ccccc1 (stereo not drawn)
 : -1	0.3	-33	1	-0.9	3	-9	-7	3
32. CCOC(=O)C(C(=O)OCC)C1CS(=O)(=O)CC1C(C(=O)OCC)C(=O)OCC (stereo not drawn)
 : 1	-1.0	9	-1	-0.3	-23	10	0	-4
33. COc1cc(CC(=O)Nc2ccc(N3CCOCC3)cc2)cc(OC)c1OC
 : -3	4.1	5	1	-0.1	4	10	1	3
34. CN(C)C(=O)Oc1cccc([N+](C)(C)C)c1
 : -3&-1	1.0&1.6	-9&11	3&2	0.4&-1.8	-29&5	19	3&17	-9&-6
35. O=C(O)C1Cc2ccccc2CN1S(=O)(=O)c1ccccc1 (stereo not drawn)
 : -5	2.7	9	0	-0.2	-9	3	-5	0
36. Cc1ccc(C(=O)N2CCCC(C(=O)c3ccc(Oc4ccccc4)cc3)C2)cn1 (stereo not drawn)
 : -4	1.1	-2	4	-0.8	15	-14	0	-1
37. CC(=O)N1CSCC1C(=O)NNS(=O)(=O)c1ccccc1 (stereo not drawn)
 : -2	.	.	1	-0.7	.	15	-7	7
38. CCN(CC)Cc1ccccc1Sc1ccccc1
 : 1	-2.2	-11	0	-0.3	-11	-10	-4	5
39. CCSc1nnc(NC(=O)CSc2nc(C)cc(C)n2)s1
 : 0	0.5	5	5	-0.3	-2	0	-5	15
40. COc1ccc(NC(=O)CSc2nc3ccccc3n2CC(=O)NCc2ccc(F)cc2)cc1
 : 0	0.4	5	-1	-0.8	.	-7	10	6
41. COc1ccc(OCCC(=O)OCC(=O)NC(=O)NC(C)(C)C)cc1
 : -2	0.4	-4	2	0.1	9	-8	-6	-2
42. CCC(C)NC(=O)CSc1nc2ccccc2c(=O)n1CCCC(=O)NCC1CCCO1 (stereo not drawn)
 : 2	0.7	10	1	0.2	-12	-3	0	-19
43. O=C(COC(=O)CC(c1ccccc1)c1ccccc1)Nc1ccc(F)c(F)c1
 : -4	1.4	-10	17	1.9	2	.	2	-21
44. CN(C)c1cccc(NC2=CC(=[N+]3CCOCC3)CC(C)(C)C2)c1
 : -2	0.3	7	3	-0.8	-18	5	5	1
45. CC1=Nc2ccccc2/C1=C\c1nc(-c2ccccc2)oc1O
 : -3	3.3	1	27	9.4	13	0	29	-8
46. CC1CCCCC1NC(=O)NC(=O)COC(=O)c1ccc(OC(F)F)cc1 (stereo not drawn)
 : 3	-0.1	-16	8	0.3	-1	-8	4	20
47. Cc1ccc2sc(-c3ccc(NC(=O)/C=C\C(=O)O)cc3)nc2c1
 : .	-1.3	7	7	-0.5	-3	-9	5	6
48. Cc1cc(C)cc(NC(=O)N2c3ccccc3NC(=O)CC2C)c1 (stereo not drawn)
 : 2	-1.2	-2	3	-0.4	9	-22	-3	-9
49. CCOC(=O)c1c(C)[nH]c(N=Nc2ccccc2)c1C
 : -21	-0.5	5	0	0.0	67*	-27	-20	3
50. O=C(Cc1ccccc1)N1CCN(C(=O)c2ccc([N+](=O)[O-])cc2)CC1
 : 2	0.6	4	1	-0.1	-8	1	16	-5
51. COc1cccc(NC(=O)Cn2c(=O)ccc3cc(S(=O)(=O)N4CCC(C)CC4)ccc32)c1
 : 0	0.6	-7	4	1.7	.	.	2	41
52. COc1ccc(/C=N\n2nnc3ccccc32)cc1
 : -1	0.0	0	-1	0.1	-6	-2	-6	-10

# Some of these compounds in order of molar mass, low to high.
# Sequence of screens – D1 PAM	D2 ag	D2 potentiator	D1 agonist	TRHR agonist	D2 antagonist	RXFP1 antag	TRHR PAM	D1 antagonist
38. CCN(CC)Cc1ccccc1Sc1ccccc1
 : 1	-2.2	-11	0	-0.3	-11	-10	-4	5
45. CC1=Nc2ccccc2/C1=C\c1nc(-c2ccccc2)oc1O
 : -3	3.3	1	27	9.4	13	0	29	-8
48. Cc1cc(C)cc(NC(=O)N2c3ccccc3NC(=O)CC2C)c1 (stereo not drawn)
 : 2	-1.2	-2	3	-0.4	9	-22	-3	-9
44. CN(C)c1cccc(NC2=CC(=[N+]3CCOCC3)CC(C)(C)C2)c1
 : -2	0.3	7	3	-0.8	-18	5	5	1
37. CC(=O)N1CSCC1C(=O)NNS(=O)(=O)c1ccccc1 (stereo not drawn)
 : -2	.	.	1	-0.7	.	15	-7	7
39. CCSc1nnc(NC(=O)CSc2nc(C)cc(C)n2)s1
 : 0	0.5	5	5	-0.3	-2	0	-5	15
41. COc1ccc(OCCC(=O)OCC(=O)NC(=O)NC(C)(C)C)cc1
 : -2	0.4	-4	2	0.1	9	-8	-6	-2
50. O=C(Cc1ccccc1)N1CCN(C(=O)c2ccc([N+](=O)[O-])cc2)CC1
 : 2	0.6	4	1	-0.1	-8	1	16	-5
46. CC1CCCCC1NC(=O)NC(=O)COC(=O)c1ccc(OC(F)F)cc1 (stereo not drawn)
 : 3	-0.1	-16	8	0.3	-1	-8	4	20
43. O=C(COC(=O)CC(c1ccccc1)c1ccccc1)Nc1ccc(F)c(F)c1
 : -4	1.4	-10	17	1.9	2	.	2	-21
36. Cc1ccc(C(=O)N2CCCC(C(=O)c3ccc(Oc4ccccc4)cc3)C2)cn1 (stereo not drawn)
 : -4	1.1	-2	4	-0.8	15	-14	0	-1
42. CCC(C)NC(=O)CSc1nc2ccccc2c(=O)n1CCCC(=O)NCC1CCCO1 (stereo not drawn)
 : 2	0.7	10	1	0.2	-12	-3	0	-19
51. COc1cccc(NC(=O)Cn2c(=O)ccc3cc(S(=O)(=O)N4CCC(C)CC4)ccc32)c1
 : 0	0.6	-7	4	1.7	.	.	2	41
40. COc1ccc(NC(=O)CSc2nc3ccccc3n2CC(=O)NCc2ccc(F)cc2)cc1
 : 0	0.4	5	-1	-0.8	.	-7	10	6
